Bioassay records (PubChem)
EPAC1 agonist: EPAC1 (human) agonism; O95398; Potency, µM (titrated, usually from 154 µM), for inactives: top-dose activation, hits mostly activators; 0.073% of 360,000 active; EPAC1 agonist qHTS, biochemical assay; response scale: 100% = response to 6.5 mM cAMP; further: potency means the concentration at half of the fitted maximal effect; nearly all actives have a fitted effect of over 60% in size
Target sequence (O95398 whole entry, looked up): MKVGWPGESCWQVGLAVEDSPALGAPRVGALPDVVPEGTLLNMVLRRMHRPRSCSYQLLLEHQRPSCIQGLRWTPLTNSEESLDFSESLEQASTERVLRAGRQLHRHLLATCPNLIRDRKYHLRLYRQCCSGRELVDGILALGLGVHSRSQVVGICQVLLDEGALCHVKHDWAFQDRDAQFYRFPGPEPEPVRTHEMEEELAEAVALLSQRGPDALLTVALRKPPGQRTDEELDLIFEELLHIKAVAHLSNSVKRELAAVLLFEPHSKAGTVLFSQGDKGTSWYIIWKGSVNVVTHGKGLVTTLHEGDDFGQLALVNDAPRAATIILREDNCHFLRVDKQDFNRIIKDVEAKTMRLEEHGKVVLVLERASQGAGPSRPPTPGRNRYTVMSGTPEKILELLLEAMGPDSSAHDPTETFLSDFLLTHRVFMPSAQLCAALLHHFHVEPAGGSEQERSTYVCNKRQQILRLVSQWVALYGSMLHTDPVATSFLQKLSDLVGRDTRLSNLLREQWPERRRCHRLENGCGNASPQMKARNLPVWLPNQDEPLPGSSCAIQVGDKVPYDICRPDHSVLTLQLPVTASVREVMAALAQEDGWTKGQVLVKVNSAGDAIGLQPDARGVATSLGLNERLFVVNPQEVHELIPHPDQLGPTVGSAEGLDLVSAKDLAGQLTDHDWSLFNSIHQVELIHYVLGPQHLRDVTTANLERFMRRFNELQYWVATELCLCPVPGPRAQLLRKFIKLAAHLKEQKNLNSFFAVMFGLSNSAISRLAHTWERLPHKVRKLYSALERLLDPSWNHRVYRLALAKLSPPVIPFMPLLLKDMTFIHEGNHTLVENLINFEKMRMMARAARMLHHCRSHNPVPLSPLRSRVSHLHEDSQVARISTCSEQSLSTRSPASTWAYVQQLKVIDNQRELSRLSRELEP
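Normalized to 6.5 mM cAMP, activity reflects EPAC1-catalysed release of BODIPY-GDP from Rap1B, followed kinetically over 30 min at 480 nm excitation, 540 nm emission. Reaction contained 100 nM EPAC1, 250 nM Rap1B-BODIPY-GDP, 50 uM GDP.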
IL2 activator: activators of IL-2; 0.065% of 360,000 active; activation, % (series mostly up to about 46 µM); AID 652025; IL-2 activation reporter assay, cell-based qHTS; stimulated with anti-CD3/CD4/CD28 beads; in transgenic mouse T cells; in the data active means activation above about 50%; inconclusive means mostly about 30% to 49%; further: 0% is about no effect
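Screening format: compound pinned onto unstimulated transgenic mouse T cells, 60 min incubation, then anti-CD3/anti-CD4/anti-CD28 bead stimulation for 18 hours at 37 degrees C, followed by EGFP and DsRed detection.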
PI5P4Ka inh: PI5P4K alpha (human) kinase inhibition | 1.2% of 330,000 active | P48426 | PI5P4Kalpha enzyme, ADP-Glo luminescence, 60 min; stronger effect = lower value | AID 652105 | max response, %; active means max response of -50% or lower; inconclusive means between -30% and -50%; inactive means -30% or higher; further: value at the top dose of about 77 µM; on the % scale 0 is the no-effect control and ±100 the full control effect
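Human PI5P4Kalpha with substrate in 0.038 M HEPES pH 7.4, 0.28 mM EGTA, 0.1% CHAPS, 5% DMSO; reaction started with 5 microM ATP (final), 60 min at room temperature. ADP formed read by ADP-Glo luminescence.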
WRN helicase inh: WRN helicase (human) inhibition | Potency, µM (titrated, usually from 114 µM), without a hit: top-dose activity change, negative = inhibition, hits mostly inhibitors | Q14191 | AID 651768 | WRN helicase unwinding, fluorescent forked duplex, kinetic | 0.46% of 360,000 active; further: potency means the concentration at half of the fitted maximal effect; on the % scale 0 is the no-effect control and ±100 the full control effect; nearly all actives have a fitted effect of over 55% in size
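Screening of the MLSMR collection measured strand separation of a quenched forked DNA duplex (100 nM) by 20 nM WRN with 2 mM ATP, all final. Compounds were preincubated with enzyme 15 min at room temperature.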
CCT modulator: cytosolic chaperonin activity modulation; purified chaperonin ATPase assay, HTRF ADP detection, 30 min; activity change, % (test concentration not listed), hits read low; 0.3% of 360,000 active; in the data active means activity change below about -30%; further: on the % scale 0 is the no-effect control and ±100 the full control effect
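Nucleotide hydrolysis assay: TRiC at 20–40 nM final (set by batch activity) with 10 uM ATP, 30 min at 37 °C, in presence of 76 uM compound. Detection by competitive ADP HTRF, 30 min ambient.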
PLK1 PBD inh: PLK1 (human) polo-box domain binding inhibition | P53350 | Plk1 PBD binding of FITC phosphopeptide, fluorescence polarization | Potency, µM, inactives show max response, negative = inhibition, actives largely listed as inhibitors | 2.8% of 360,000 active; further: potency means the concentration at half of the fitted maximal effect; series mostly up to about 57 µM; on the % scale 0 is the no-effect control and ±100 the full control effect; nearly all actives have a fitted effect of over 65% in size
EPAC2 agonist: agonists of human EPAC2 (RAPGEF4) | 0.079% of 360,000 active | Potency, µM (top dose mostly 154 µM), for the others: top-dose activation, usual class: activators | EPAC2 activation, biochemical qHTS; response scale: 100% = 6.5 mM cAMP response | Q8WZA2; further: potency means the concentration at half of the fitted maximal effect; nearly all actives have a fitted effect of over 50% in size
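EPAC2 (100 nM) mixed with Rap1B loaded with BODIPY-GDP (250 nM) plus 50 uM unlabeled GDP; compounds pinned in, 5 min RT, then read every 5 min for 30 min (ex 480, em 540 nm). Normalized to cAMP control.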
EPAC1 antag: antagonists of human EPAC1; Potency, µM (top dose mostly 115 µM), for inactives: at the top dose activity change, negative = inhibition, usual class: inhibitors; O95398; AID 720709; EPAC1 GEF assay, Rap1b-BODIPY-GDP exchange fluorescence; 0.14% of 360,000 active;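 further: potency means the concentration at half of the fitted maximal effect; plate controls were vehicle for no effect and positive control for full effect; nearly all actives have a fitted effect of over 50% in size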
Starred values were filed as active, the others as inactive; ? = inconclusive; . = no result given; & = joins results of further samples; [ ] = another dose, or the depositor's remark. Unless noted, the call rests on the fitted dose curve; in most records, active means well fitted curve in the direction sought with a large enough effect; inconclusive means small, poorly fitted or top-dose-only effect, or another doubt; inactive means no such curve, though single readings can be large; an effect the other way counts as inactive or inconclusive. The list is partial; the hit share may differ from the screen's.

No.	mol	EPAC1 agonist	IL2 activator	PI5P4Ka inh	WRN helicase inh	CCT modulator	PLK1 PBD inh	EPAC2 agonist	EPAC1 antag
1	CC(NC(=O)CSc1nc2ccccc2c(=O)[nH]1)c1ccccc1 (stereo unspecified)	-1%	-0.8	1	-12%	-0.4	-9%	10%	-18%
2	CCOC(=O)[C@H]1[C@H]2COc3ccc(Br)cc3[C@@H]2N2C(=O)CN(Cc3ccccc3)C(=O)[C@@]12C	3%	-0.2	0	-3%	-1.7	2%	16%	-3%
3	COC(=O)[C@@H]1C[C@]2(OC(=O)c3ccccc3)C=CC(=O)C[C@@H]2N1C(=O)OCc1ccccc1	13%	-0.4	-4	-6%	-2.5	-5%	8%	-22%
4	CSc1ncccc1C(=O)OCC(=O)Nc1nc(C)c(Cl)cc1Cl	2%	-2.8	1	-5%	1.2	-3%	-4%	?
5	CCNC(=O)C1(C)CCN(C(=O)c2cc(F)ccc2C)C1 (stereo unspecified)	1%	2.0	-4	-2%	-0.9	-8%	6%	-2%
6	COc1ccc(-c2ccc(CN3C(C(C)C)C(=O)N(Cc4cn(CCC5OCCO5)nn4)CCS3(=O)=O)cc2)cc1OC (stereo unspecified)	-12%	-3.2	-12	3%	-3.2	-19%	25%	5%
7	CC(=O)Nc1ccc(S(=O)(=O)Nc2nc(-c3ccc(C(C)(C)C)cc3)cs2)cc1	6%	-0.6	-23	-7%	-2.1	?	17%	?
8	CNc1c(N)n(Cc2ccccc2)c(=O)[nH]c1=O	-4%	-0.5	.	4%	0.1	?	12%	0%
9	O=C(NCc1ccncc1)c1cncc(Br)c1	-2%	4.8	0	2%	-2.3	-13%	13%	-13%
10	CC(=O)N(C)Cc1ccc(C(=O)CSc2nnc(C3CC3)n2C2CC2)cc1	10%	1.1	-18	7%	-1.7	-9%	12%	6%
11	CN(c1cccc(Cl)c1)S(=O)(=O)c1cccc(C(=O)NN2CCOCC2)c1	0%	1.1	1	-1%	-7.1	-8%	6%	-10%
12	Cc1ccc(NC(=O)Cc2nnc(SCC(=O)NC3CCCC3)n2C)c(C)c1	3%	0.0	0	5%	-1.9	-18%	10%	1%
13	Cc1cc(Cl)cc(C)c1OCC(=O)NC1CCCCCC1	-2%	2.7	18	-4%	-2.0	1%	0%	-18%
14	COc1ccccc1N(C)S(=O)(=O)c1ccc(C(=O)OCC(=O)Nc2cc(C)on2)cc1	1%	-0.1	0	-3%	-1.7	-5%	4%	-27%
15	Cc1ccc(Cn2ncc(Cl)c(Cl)c2=O)cc1	-6%	-6.7	-18	-13%	1.1	?	3%	3%
16	COC(=O)c1ccc(NC(=O)c2cc3c(CO)cnc(C)c3oc2=Nc2cccc(C(N)=O)c2)cc1	-4%	-2.1	8	-14%	-1.9	-4%	13%	-2%
17	CC1CCCCN1CC(=O)Nc1ccc2c(c1)OCO2 (stereo unspecified)	7%	-0.3	2	-4%	2.1	14%	-1%	1%
18	CN1C(=O)CC(N2CCN(Cc3ccc(Cl)cc3)CC2)C1=O (stereo unspecified)	-10%	5.2	0	2%	0.0	-3%	1%	-4%
19	COc1cc(C(=O)N2CCN(c3ncnc4sc(C)c(C)c34)CC2)cc(OC)c1OC	-1%	-2.3	.	-2%	-1.2	-8%	0%	7%
20	OCCCCNCc1cc(Br)ccc1OCc1ccccc1F	6%	-1.3	2	-7%	-1.2	-13%	9%	5%
21	CCCOc1ccc(C2C(=O)N(C3CCCCC3)CC(=O)N2CCCOCC)cc1OC (stereo unspecified)	3%	-3.1	.	-8%	-1.3	0%	10%	9%
22	CCCCNc1c(-c2ccc(OC)c(SC(C)CC)c2)nc2cc(C)ccn12 (stereo unspecified)	-23%&-7%	-4.6&-0.8	9&3	-13%&-7%	-4.9	-13%	-7%&-8%	-24%&-14%
23	Cc1cccc(N(C(=O)c2snc(C(N)=O)c2N)C(C(=O)NCC2CCCO2)c2ccc(N(C)C)cc2)c1 (stereo unspecified)	6%	0.4	-7	?	4.4	-6%	1%	13%
24	O=C(CC(c1ccccc1)c1ccccc1O)NCCN1CCOCC1 (stereo unspecified)	1%	-0.6	4	-17%	3.3	-17%	-8%	0%
25	Cc1ccc(C(=O)OCC(=O)NC2CCCCCC2)c(C)c1	2%	-0.9	6	-11%	1.5	3%	6%	2%

Part of the list above in order of molecular weight, rising.
No.	mol	EPAC1 agonist	IL2 activator	PI5P4Ka inh	WRN helicase inh	CCT modulator	PLK1 PBD inh	EPAC2 agonist	EPAC1 antag
8	CNc1c(N)n(Cc2ccccc2)c(=O)[nH]c1=O	-4%	-0.5	.	4%	0.1	?	12%	0%
25	Cc1ccc(C(=O)OCC(=O)NC2CCCCCC2)c(C)c1	2%	-0.9	6	-11%	1.5	3%	6%	2%
18	CN1C(=O)CC(N2CCN(Cc3ccc(Cl)cc3)CC2)C1=O (stereo unspecified)	-10%	5.2	0	2%	0.0	-3%	1%	-4%
4	CSc1ncccc1C(=O)OCC(=O)Nc1nc(C)c(Cl)cc1Cl	2%	-2.8	1	-5%	1.2	-3%	-4%	?
12	Cc1ccc(NC(=O)Cc2nnc(SCC(=O)NC3CCCC3)n2C)c(C)c1	3%	0.0	0	5%	-1.9	-18%	10%	1%
7	CC(=O)Nc1ccc(S(=O)(=O)Nc2nc(-c3ccc(C(C)(C)C)cc3)cs2)cc1	6%	-0.6	-23	-7%	-2.1	?	17%	?
21	CCCOc1ccc(C2C(=O)N(C3CCCCC3)CC(=O)N2CCCOCC)cc1OC (stereo unspecified)	3%	-3.1	.	-8%	-1.3	0%	10%	9%
23	Cc1cccc(N(C(=O)c2snc(C(N)=O)c2N)C(C(=O)NCC2CCCO2)c2ccc(N(C)C)cc2)c1 (stereo unspecified)	6%	0.4	-7	?	4.4	-6%	1%	13%
6	COc1ccc(-c2ccc(CN3C(C(C)C)C(=O)N(Cc4cn(CCC5OCCO5)nn4)CCS3(=O)=O)cc2)cc1OC (stereo unspecified)	-12%	-3.2	-12	3%	-3.2	-19%	25%	5%

(further entries)
No.	mol	EPAC1 agonist	IL2 activator	PI5P4Ka inh	WRN helicase inh	CCT modulator	PLK1 PBD inh	EPAC2 agonist	EPAC1 antag
26	CCOC(=O)c1c(C)[nH]c(C(=O)COC(=O)C23CC4CC(CC(Cl)(C4)C2)C3)c1C	1%	-1.5	.	-19%	-1.7	1%	15%	-4%
27	C=CC[C@@H](CC(=O)N[C@@H](CO)Cc1ccccc1)C(=O)N[C@H](COC(=O)[C@H](CC=C)CC(=O)OC(C)(C)C)Cc1c[nH]c2ccccc12	-19%	-0.6	7	1%	-3.3	-5%	-13%	-17%
28	CCOC(=O)C1CCN(C(=O)c2cc3cc4cc(OC)ccc4nc3o2)CC1	-5%	-0.4	0	-7%	-6.4	-5%	-8%	-10%
29	Cc1ccc(CN(C(=O)Cn2nnc3ccccc32)C(C(=O)NCc2ccco2)c2ccc(C)o2)cc1 (stereo unspecified)	-14%	-0.5	6	-2%	-2.9	6%	2%[15.6 µM]	6%
30	Cc1ccc2ncnc(Oc3ncccc3[N+](=O)[O-])c2c1	-5%	0.9	-22	4%	0.9	0%	-7%	8%
31	CN1C(=O)c2ccc(NC(=O)c3ccc(N4CCCCC4)c([N+](=O)[O-])c3)cc2C1=O	-3%	-1.9	8	-2%	-4.0	-1%	-5%	0%
32	CC[C@H]1CN2CCc3cc(OC)c(OC)cc3C2C[C@@H]1C[C@H]1NCCc2cc(OC)c(OC)cc21 (stereo partly specified)	1%	-0.4	2	2%	-0.8	-10%	1%	1%
33	Cc1cccc(C)c1NC(=O)CNC(=O)c1ccc(N2CCCC2=O)cc1	10%	0.6	3	19%	-2.9	-5%	8%	32%[activator]
34	CC1(C(=O)NS(=O)(=O)c2ccc(Cl)cc2)CCN1C(=O)Cc1cccs1 (stereo unspecified)	-15%	-0.6	9	-5%	0.0	54%[activator]	2%	-3%
35	CCOC(=O)c1c(NC(=O)COC(=O)Cn2cnc3ccccc32)sc(C)c1C	3%	-0.9	10	0%	-0.6	-1%	1%	5%
36	COc1ccccc1NS(=O)(=O)c1ccc(C(=O)Nc2ncccc2O)cc1	0%	0.9	1	1%	-2.2	0%	8%	-3%
37	CCN(CC(=O)NCc1ccc(F)cc1)C(=O)/C=C/c1ccc(OC)cc1	-3%	1.9	2	8%	0.7	-3%	4%	-16%
38	O=C(NC1CCCc2ccccc21)C1CCCN(S(=O)(=O)c2cnc[nH]2)C1 (stereo unspecified)	-14%	0.3	3	5%	-0.8	-6%	5%	-17%
39	CCCN1CCC(N2CCN(c3cccc(C(F)(F)F)c3)CC2)CC1	-3%	-2.5	.	-11%	0.0	3%	-8%	15%
40	CC(=O)Oc1cccc(/C=N\NC(=O)C(=O)N/N=C/c2cccc(OC(C)=O)c2)c1	-3%	-0.4	1	-2%	2.5	-4%	7%	2%
41	COc1cccc(NC(=O)N2CCC(NC(=O)C3CCCCC3)CC2)c1	8%	0.3	0	6%	0.1	2%	5%	9%
42	CC(C)(C)c1ccc(C(=O)NCC(=O)OCCN2C(=O)c3ccccc3C2=O)cc1	2%	-0.3	2	-20%	-8.2	-7%	6%	-27%
43	CCOc1ccccc1C(=O)Nc1cccc(-c2ccc(N3CCOCC3)nn2)c1	2%	-0.8	-1	-13%	0.3	1%	7%	-14%
44	CCN(CC)S(=O)(=O)c1ccc(C(=O)NCc2n[nH]c(=S)n2-c2ccccc2OC)cc1	10%	-1.4	.	2%	-1.3	-7%	1%	16%
